# Bioassay records as filed in PubChem.
# MsrA inh: bovine MsrA inhibition | AID 651718 | purified bovine MsrA, absorbance read-out | inhibition, % at 15.5 µM | actives 0.75% (n = 360,000); in the data active = inhibition above about 4.5%;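 also: 0% = vehicle wells with enzyme and 100% = reference inhibitor wells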
# FAS-TE inh: inhibitors of human fatty acid synthase thioesterase domain; actives 0.67% (n = 360,000); recombinant FAS-TE, OMFH fluorogenic substrate, fluorescence endpoint; P49327; inhibition, % at 15 µM; AID 602261;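 active = compounds whose normalised, plate-corrected inhibition of enzyme fluorescence in the single-dose primary screen is 50% or more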;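 also: 0% = DMSO with enzyme and 100% = substrate without enzyme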
# Neddyl block: blocks human cullin neddylation. TR-FRET cullin neddylation, biochemical. calls only at 25 µM. AID 651699. P61081+Q13564. actives 0.58% (n = 360,000); in the data active = inhibition above about 36%
# Rin1 Abl inh: blocks binding of human Rin1 to Abl; P00519+Q13671; TR-FRET Rin1/Abl binding, biochemical; inhibition, % at 7.35 µM; actives 0.4% (n = 360,000); AID 588664; in the data active = inhibition above about 5%, passing the limit was not always enough
# MsrA act: bovine methionine sulfoxide reductase A activation | purified bovine MsrA, absorbance read-out | activation, % at 10.6 µM | actives 0.3% (n = 360,000); in the data active = activation above about 7.5%;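 also: 0% = vehicle and 100% = reference activator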
# E coli Lon inh: inhibitors of E. coli Lon protease; P0A9M0; purified E. coli Lon protease, fluorescence polarization; inhibition, % at 7.94 µM; actives 0.42% (n = 360,000); AID 602123; in the data active = inhibition above about 13%, passing the limit was not always enough;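 also: 0% = enzyme with probe and DMSO and 100% = no enzyme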
# Target sequence (P0A9M0 whole entry, looked up): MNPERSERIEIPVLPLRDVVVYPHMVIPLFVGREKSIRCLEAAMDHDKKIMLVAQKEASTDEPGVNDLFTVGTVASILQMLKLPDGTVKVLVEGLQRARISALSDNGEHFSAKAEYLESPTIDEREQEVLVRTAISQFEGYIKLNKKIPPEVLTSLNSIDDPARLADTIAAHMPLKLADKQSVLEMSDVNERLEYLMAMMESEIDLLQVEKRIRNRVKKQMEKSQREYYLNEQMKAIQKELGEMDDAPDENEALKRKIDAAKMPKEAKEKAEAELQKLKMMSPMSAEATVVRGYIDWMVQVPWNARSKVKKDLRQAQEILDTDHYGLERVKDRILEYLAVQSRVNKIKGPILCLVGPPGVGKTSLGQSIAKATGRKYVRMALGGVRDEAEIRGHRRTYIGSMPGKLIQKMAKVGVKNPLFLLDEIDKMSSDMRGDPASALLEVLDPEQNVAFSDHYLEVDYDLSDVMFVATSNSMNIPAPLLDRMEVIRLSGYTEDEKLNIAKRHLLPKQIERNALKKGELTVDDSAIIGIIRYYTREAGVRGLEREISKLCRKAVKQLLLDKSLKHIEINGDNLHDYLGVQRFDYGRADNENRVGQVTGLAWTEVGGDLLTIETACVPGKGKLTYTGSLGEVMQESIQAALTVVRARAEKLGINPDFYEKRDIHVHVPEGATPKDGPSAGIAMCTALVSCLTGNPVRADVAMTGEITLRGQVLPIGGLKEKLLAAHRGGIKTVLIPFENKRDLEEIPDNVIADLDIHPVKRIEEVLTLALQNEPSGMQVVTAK
# SKN-1 inh: inhibitors of C. elegans SKN-1; actives 0.49% (n = 360,000); C. elegans VP596 Pgst-4::GFP/RFP ratio, acrylamide-induced, 24 h; inhibition, % at 21.8 µM;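 active = interference check ratio from 0.5 to 1.5 plus GFP to RFP signal ratio inhibition reaching or exceeding a fixed threshold, cut at about 30% in these data, passing the limit was not always enough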; also: some compounds called inactive have numbers as strong as hits
# CendR NRP1 mod: modulators of CendR peptide binding to human neuropilin-1 | O14786 | FAM-RPARPAR peptide binding to NRP-1, fluorescence polarization | inhibition, % at 25 µM | actives 0.85% (n = 360,000) | AID 602438;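 active = inhibition or corrected inhibition above about 18%, plus a signal ratio from 0.5 to 1.5, limit read from the data, passing the limit was not always enough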; also: strong numbers were not always called active
# MT1-MMP act inh: MT1-MMP (human) activation inhibition; HT1080 RFP-PRO-GFP cells, GFP/RFP ratio fluorescence, overnight; percent of plate control window, DMSO zero; GFP/RFP ratio change, % at 20 µM; actives 0.061% (n = 360,000);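 active = GFP/RFP ratio change of at least 30% with cell ATP level not reduced by more than half and red fluorescence within 50% of control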; also: strong numbers were not always called active
#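 Assay system – RFP-PRO-GFP reporter HT1080 cells · Compound dosing – single dose of 20 µM compound, 1% DMSO final · Incubation – overnight compound exposure at 37 °C · Measure – GFP/RFP fluorescence ratio · Benchmarks – DMSO wells and RFP-L50D-GFP cells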
# The depositor's hits bear a star; i = inactive; . = not tested or not shown; & = joins results of further samples.
SMILES,MsrA inh,FAS-TE inh,Neddyl block,Rin1 Abl inh,MsrA act,E coli Lon inh,SKN-1 inh,CendR NRP1 mod,MT1-MMP act inh
Oc1cc(O)c(CN2CCOCC2)cc1CN1CCOCC1,0.9,-10,i,2,-4,-13,8,5,3
O=C(O)Cn1cc(C(=O)C(F)(F)F)c2ccccc21,3.3,-2,i,1,-2,-3,7,4,3
CCCN1CCN(C(=O)C2CCCN(c3ncnc4c3nc3n4CCCCC3)C2)CC1 (centres undefined),0.2,-3,i,2,-4,-7,-8,-4,3
CC1(Oc2cccc(C#N)c2)CCN(Cc2ccc(-c3ccccn3)cc2)C1 (centres undefined),-0.5,4,i,-3,-5,-5,0,8,1
CC[C@H](C)C1NC(=O)[C@H](CC(=O)O)NC(=O)c2cc([N+](=O)[O-])cc(I)c2NCCC(C(N)=O)NC1=O (some centres undefined),2.8,-9,i,3,-4,11,9,-32,2
O=C(COC(=O)Cc1ccccc1)NCc1ccc2c(c1)OCO2,1.8,-10,i,2,-8,-6,-4,15,-1
COc1ccccc1C(CNC(=O)c1cccc(S(=O)(=O)Nc2ccc(C)cc2)c1)N1CCCC1 (centres undefined),0.2,-6,i,-1,-5,-5,4,-8,-3
CCOCc1cc(CN2CCC(CCC(=O)NC3CC3)CC2)ccc1OC,-1.1,2,i,3,-10,-9,12,-6,1
O=C(CN(Cc1ccc(F)cc1)C(=O)CCC(=O)Nc1nccs1)NCC1CCCO1 (centres undefined),0.1,-2,i,1,-13,6,-7,5,-2
CCN(Cc1nc(-c2ccc(OC)c(OC)c2)no1)C(=O)c1ccc2c(c1)OCO2,-0.9,2,i,-3,-5,7,-17,12,4
N#Cc1nc(-c2cccc3ccccc23)oc1N,2.3,13,i,0,-3,-3,17,11,-1
Cc1ccc(NC2CCCN(C(=O)c3cccnc3)C2)cc1C (centres undefined),0.1,-2,i,1,-4,10,14,9,-2
CC(C)OC(=O)c1cccc(C(=O)Oc2ccc(Br)cc2)n1,-0.4,3,i,0,-1,5,4,1,2
O=C(O)CCCC(=O)Nc1c(F)c(F)c(F)c(F)c1F,0.7,-9,i,2,-1,-7,-11,11,2
Cc1nc2ccccn2c1C(=O)c1ccccc1,2.1,-2,i,0,-1,-6,9,6,0
O=C(Nc1ccc(N2CCOCC2)c(Cl)c1)c1ccc(Br)o1,0.4,-2,i,4,-6,-7,19,12,13
Cn1c(N2CCOCC2)nc2c1c(=O)n(Cc1ccc(Cl)c(Cl)c1)c(=O)n2C,1.0,8,i,0,-4,-3,8,3,0
CC(=O)Nc1ccc(C2=NN(C)C(=NCc3ccccc3)SC2)cc1,1.2,6,i,-2,-2,-10,-12,30*,5
CCN(CC)CCNC(=O)c1ccc(Cl)c(S(=O)(=O)Nc2ccc(Cl)cc2)c1,-0.3&-0.9,-7&-7,i,2&1,-2&-2,-9&-5,-15&2,6&0,2&2
Nc1cc2c(cc1Cl)-c1ccc(Cl)cc1C2,-0.2,20,i,0,-3,-7,30,5,-2
Cc1ccc(/C=C/C(=O)NCC2COc3ccccc3O2)o1 (centres undefined),-0.3,-4,i,4,-4,-3,1,-3,-10
CN(Cc1ccccc1NS(=O)(=O)c1ccc2ccccc2c1)C1CCCCC1,-0.3,16,i,2,-2,-2,16,22,-5
Cc1cc(N2CCN(C)CC2)nc2ccc(NC(=S)N3CCN(c4ccc(F)cc4)CC3)cc12,0.2,-7,i,-5,-3,-7,2,-4,2
CCOc1ccc(OCCCC(=O)ON=C(N)c2ccccc2Cl)cc1,0.8,-4,i,4,-5,-18,-8,8,1
Cc1ccc(NC(=O)C(=O)NCC2CCCN2S(=O)(=O)c2cccs2)c(C)c1 (centres undefined),-0.7,7,i,1,-9,2,3,-1,-3
CCn1nnnc1SCC(=O)Nc1nc(C)c(C)s1,-0.8,-3,i,0,0,-1,-3,-7,3
CCN(CC)c1nc2c(c(=O)[nH]c(=O)n2C)n1Cc1ccccc1,-0.4,-3,i,1,-1,-2,16,-2,-1
O=C1c2ccccc2C(O)(c2ccccc2)N1CCc1ccccc1 (centres undefined),-0.3,8,i,1,-2,-7,13,1,-5
CN(CC(=O)Nc1cccc(F)c1)C(=O)C1(c2ccccc2)CC1,1.3,-5,i,-2,-1,3,5,-10,-1
O=C(O)COCC(=O)Nc1ccc(-n2nc(C(F)(F)F)cc2-c2cccs2)cc1,0.3,-1,i,0,-2,-1,10,8,-2
Cc1cc(C)cc(N(C(=O)C2CCCC2)C2C=CS(=O)(=O)C2)c1 (centres undefined),-0.7,-5,i,2,0,-3,9,-5,-3
O=C(NCC(c1cccs1)N1CCOCC1)C1CCN(S(=O)(=O)c2cc(Cl)ccc2Cl)CC1 (centres undefined),-0.6,4,i,1,-1,-3,8,-11,1
CCN(CC)Cc1c(O)ccc2c([N+](=O)[O-])c(C)n(-c3ccc(OC)cc3)c12,0.4,7,i,0,-1,-5,11,0,-12
C/C(=N\NC(=S)NCc1ccccc1)c1ccco1,0.3,-1,i,1,-15,-9,-22,12,1
CCN(CC)C(=O)CC(c1ccc(N(C)C)cc1)c1c(OC)cc(OC)c2c(-c3ccccc3)cc(=O)oc12 (centres undefined),1.6,26,i,2,0,6,2,15,2
OC1CCN(C(=S)NCCc2ccccc2)CC1,-1.4,-12,i,1,-6,-5,0,1,-3
C/C(=N\OCC(=O)OCC(=O)N(Cc1ccccc1)C(C)(C)C)c1ccc2c(c1)OCO2,-1.1,20,i,3,-11,6,0,12,7
O=C(COC(=O)CNC(=O)c1cc(Cl)cc([N+](=O)[O-])c1)NC(=O)NCc1ccco1,-0.4,-4,i,3,-1,0,15,4,1
CCc1ccc(NC(=O)Cc2cn(C)c3ccccc23)cc1,-1.3,13,i,2,1,4,9,11,1
COc1ccc(-c2cc(C(=O)Nc3cc(OC)c(OC)c(OC)c3)no2)cc1OC,.,-7,i,4,-3,-6,1,-2,-4
COc1ccc(C(=O)Nn2c(SCc3ccc([N+](=O)[O-])cc3)nc3ccccc3c2=O)cc1,1.1,52*,i,-2,1,6,-5,1,1
CCCCC(=O)Nc1ccc2c(c1)nc1n2CCN(CCOC)C1,-0.3,-6,.,-3,-2,-27,20,-12,-7
Cc1n[nH]c(=O)nc1N/N=C/c1cccs1,5.5*,-10,i,0,-6,2,6,9,9
CCN(CC)S(=O)(=O)c1cc(NC(=O)C2=COCCO2)ccc1Cl,0.7,0,i,-2,-6,5,-13,0,1
Cn1c(CNc2ccc(Br)cc2)nc2ccccc21,1.2,32,i,1,-4,-4,12,2,4
COCC(=O)N(C)c1nnc(-c2ccccn2)s1,1.4,-7,i,-1,5,-9,9,6,8
CC(=O)OC1CC2(C)C(CCC2(O)C(C)=O)C2CCC3C(Cl)C(=O)CCC3(C)C12 (centres undefined),-0.8,0,i,5,1,-6,15,12,-5
CN(C(=O)c1cccc(NC(=O)Cc2ccc(NC(=O)C3CCCN(C(=O)C4CCC4)C3)cc2)c1)C1CC1 (centres undefined),-0.1,-9,i,-3,-2,-6,14,1,6
CCCCCCOc1ccc(N2C(=O)CC(N3CCC(C(=O)OCC)CC3)C2=O)cc1 (centres undefined),0.4,-12,i,-4,-9,1,9,-1,7
COc1ccccc1C(=O)NCC(=O)OCC(=O)N1CC(C)OC(C)C1 (centres undefined),-0.2,-8,i,0,-4,9,-16,1,0
Cc1ccc(OCCn2cc(C(=S)N3CCCC3)c3ccccc32)cc1C,1.1,14,i,-1,-10,-2,-13,-9,-16
CCOc1ccc(CNS(=O)(=O)c2cccs2)cc1OCC,0.6,-3,i,-1,0,-2,2,7,3
O=c1cc(-c2ccccc2)oc2cccc(O)c12,1.4,17,i,0,-1,-1,3,18,-6
CCCCC(=O)Nc1ccc(C(=O)NCCN2CCOCC2)cc1,0.0,-6,i,-1,-2,-4,-6,7,1
CCOC(=O)C1CCCN(C(=O)/C=C/c2ccccc2[N+](=O)[O-])C1 (centres undefined),0.3,-7,i,-3,-5,-4,0,4,3
CN(C)CCCN1C(=O)c2cc3ccccc3cc2C1=O,-0.3,-5,i,-2,-8,9,-1,0,2
CC(=O)c1ccc(S(=O)(=O)Nc2c(C)nn(C)c2C)cc1,1.0,-1,i,2,-6,-6,-6,8,3
O=C(Nc1nc(-c2cccs2)c(-c2cccs2)s1)C1CCCC1,1.9,27,i,1,-1,0,-3,4,-40
O=C(CC1Sc2ccccc2NC1=O)NNc1cc(Cl)ccc1Cl (centres undefined),-1.3,0,i,2,-4,1,40*,-6,2
COc1ccc(NC(C)C(=O)N/N=C/c2ccc([N+](=O)[O-])s2)cc1 (centres undefined),2.3,1,i,-4,1,-6,-5,-6,-6

# The list goes on, starting with the last six of the part before.
SMILES,MsrA inh,FAS-TE inh,Neddyl block,Rin1 Abl inh,MsrA act,E coli Lon inh,SKN-1 inh,CendR NRP1 mod,MT1-MMP act inh
CCOC(=O)C1CCCN(C(=O)/C=C/c2ccccc2[N+](=O)[O-])C1 (centres undefined),0.3,-7,i,-3,-5,-4,0,4,3
CN(C)CCCN1C(=O)c2cc3ccccc3cc2C1=O,-0.3,-5,i,-2,-8,9,-1,0,2
CC(=O)c1ccc(S(=O)(=O)Nc2c(C)nn(C)c2C)cc1,1.0,-1,i,2,-6,-6,-6,8,3
O=C(Nc1nc(-c2cccs2)c(-c2cccs2)s1)C1CCCC1,1.9,27,i,1,-1,0,-3,4,-40
O=C(CC1Sc2ccccc2NC1=O)NNc1cc(Cl)ccc1Cl (centres undefined),-1.3,0,i,2,-4,1,40*,-6,2
COc1ccc(NC(C)C(=O)N/N=C/c2ccc([N+](=O)[O-])s2)cc1 (centres undefined),2.3,1,i,-4,1,-6,-5,-6,-6
C/C(=N\Nc1cccc2cccnc12)c1ccccn1,1.6,14,i,0,-7,9,5,3,0
Cc1ccc(C(=O)N2CCN(c3ncccn3)CC2)cc1,1.6,-8,i,0,-2,-5,16,4,-5
CCCCn1c2ccc(C)cc2c2nnc(SCCN3CCCCC3)nc21,1.7,2,i,-5,0,-4,15,5,-4
CC(C)(C)C(=O)Nc1ccc(Sc2ccc([N+](=O)[O-])cc2)cc1,1.0,36,i,-2,-3,-12,10,3,.
CS(=O)(=O)NCc1csc(-c2ccccc2)n1,-1.3,-10,i,6,-4,-8,-6,-8,1
CC(C)N1CCC1(C)C(=O)Nc1nccc2cccnc12 (centres undefined),2.7,-11,i,-1,-4,-2,19,-3,3
CCOC(=O)c1c(C)nn(Cc2ccccc2)c1N,1.1,-6,i,0,1,6,22,-1,-5
CC(/C=C/c1ccc2c(c1)OCO2)=N\NC(=O)c1cccc([N+](=O)[O-])c1,0.3,4,i,-2,-5,-6,-1,-2,18
COC(=O)C1=COC(C)C2CN3CCc4c([nH]c5cc(OC)c(OC)cc45)C3CC12 (centres undefined),0.7,-12,i,-6,-2,37,-1,144,-47
COc1ccc(COCC(O)CN2CCc3ccccc3C2)cc1OC (centres undefined),-0.4,-6,i,3,-1,-1,-1,4,-1
CSc1ccccc1OCc1cc(C(=O)N[C@H]2CCCCNC2=O)no1,1.2,1,i,5,-2,6,7,2,0
COc1ccc(NC(=O)CCC(=O)OCc2ccc(C(=O)Oc3ccc(Cl)cc3)cc2)cc1,-0.1,-10,i,-2,-2,-5,8,9,4
O=C(CN1CCN(C2CCS(=O)(=O)C2)CC1)N1N=C(c2ccc(Cl)cc2)CC1c1ccco1 (centres undefined),-0.5,-1,i,5,-5,-4,10,-12,4
COc1cc(OC)cc(-n2nnnc2SCC(=O)N2CCCC2)c1,-0.2,-7,i,-5,-1,9,17,1,-6

# Quoted at random: 2 records from the list, in no set order.
SMILES,MsrA inh,FAS-TE inh,Neddyl block,Rin1 Abl inh,MsrA act,E coli Lon inh,SKN-1 inh,CendR NRP1 mod,MT1-MMP act inh
O=C(CN1CCN(C2CCS(=O)(=O)C2)CC1)N1N=C(c2ccc(Cl)cc2)CC1c1ccco1 (centres undefined),-0.5,-1,i,5,-5,-4,10,-12,4
CC(C)N1CCC1(C)C(=O)Nc1nccc2cccnc12 (centres undefined),2.7,-11,i,-1,-4,-2,19,-3,3
